Eya2 phos inh: inhibitors of human Eya2 phosphatase activity | O00167 | recombinant Eya2, OMFP fluorescence dephosphorylation (OMFP is methylfluorescein phosphate) | Potency, µM (highest dose often 76.9 µM), without a hit: at the highest dose activity, negative = inhibition, hits mostly inhibitors | 330,000 tested, 0.006% active | AID 488837; further: potency means the concentration at half of the fitted maximal effect; on the % scale 0 is the no-effect control and ±100 the full control effect
Target sequence (O00167 whole entry, looked up): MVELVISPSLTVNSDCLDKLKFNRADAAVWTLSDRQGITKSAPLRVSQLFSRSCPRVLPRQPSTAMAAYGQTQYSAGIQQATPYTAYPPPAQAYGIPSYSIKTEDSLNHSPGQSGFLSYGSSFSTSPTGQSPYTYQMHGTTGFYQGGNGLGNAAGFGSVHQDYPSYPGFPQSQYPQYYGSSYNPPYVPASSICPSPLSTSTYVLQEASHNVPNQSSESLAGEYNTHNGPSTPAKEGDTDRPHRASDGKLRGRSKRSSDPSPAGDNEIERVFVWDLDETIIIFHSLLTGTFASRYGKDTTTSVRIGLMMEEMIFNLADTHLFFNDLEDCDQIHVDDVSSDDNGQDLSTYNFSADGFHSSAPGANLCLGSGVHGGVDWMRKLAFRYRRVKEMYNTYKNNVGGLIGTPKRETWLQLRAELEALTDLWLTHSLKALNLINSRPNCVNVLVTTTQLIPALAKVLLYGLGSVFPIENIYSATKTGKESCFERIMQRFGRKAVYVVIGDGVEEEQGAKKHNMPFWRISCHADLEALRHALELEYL
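Eya2 protein (added as 0.2 uM solution) was preincubated with compound for 10 min at ambient temperature in 50 mM HEPES pH 7.5, 50 mM NaCl, 5 uM MgCl2, 0.05% BSA, 1 mM DTT. OMFP (added at 50 uM) then reacted 10 min; fluorescence read at 485/525 nm.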
a7 integrin act: activates integrin-mediated alleviation for muscular dystrophy; Potency, µM (series often up to 38.3 µM), inactives show top-dose activation, actives largely listed as activators; 350,000 tested, 0.064% active; alpha7betagal myoblasts, beta-gal FDG fluorescence, 48 h; AID 624291;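 further: potency means the concentration at half of the fitted maximal effect; 100% = response of the positive control SU9516; nearly all actives have a fitted effect of over 60% in size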
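Alpha7betagal+/- myoblasts (passage 13) were plated 16-24 hr, then exposed to compounds (1:260 dilution of DMSO stock) for 48 hours at 37C. After MPER lysis, β-galactosidase reporter activity was read as FDG fluorescence (ex 480/em 540) after 30 minutes.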
TCR act: activators of T cell receptors; primary human leukocytes, anti-CD3, IL-2 HTRF, 48 h; Potency, µM (doses to about 9.22 µM), inactives show top-dose activation of IL-2 secretion, actives largely listed as activators; 330,000 tested, under 10 active; further: % of control where 0% means no effect
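Human primary leukocytes + a-CD3 beads + cpd, 48 hr; IL-2 in supernatant by HTRF (ex 320nm / em 665nm). No co-stimulatory signal supplied.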
A-T KAP1 phos: potential ataxia-telangiectasia treatment | […] A-T fibroblasts, KAP-1 phosphorylation AlphaLISA; neocarzinostatin DNA damage 30 min before lysis | Potency, µM (highest dose often 57.5 µM), for the others: top-dose activation, usual class: activators | 320,000 tested, 0.19% active | AID 485349; further: potency means the concentration at half of the fitted maximal effect; % of control where 0% means no effect; nearly all actives have a fitted effect of over 45% in size
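hTERT-immortalized A-T patient fibroblasts ([…]), 500 cells/well in OPTI-MEM, 1% FBS, got compounds for 60 min, then NCS for 30 min at 37C. Lysates were then assayed for phospho-KAP-1 by AlphaLISA (anti-pKAP1 donor, anti-KAP1 acceptor beads), 6 hr at 25C.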
Mito fusion yeast: inhibitors of mitochondrial division or activators of mitochondrial fusion | S. cerevisiae fusion-defective mutant growth rescue, CellTiterGlo 48 h | Potency, µM (series often up to 46.1 µM), inactives show top-dose growth rescue (activation), actives largely listed as activators | 320,000 tested, 0.23% active;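 further: potency means the concentration at half of the fitted maximal effect; % of control where 0% means no effect; nearly all actives have a fitted effect of over 45% in size; temperature-sensitive fusion mutants such as fzo1-1 at 37 °C on non-fermentable ethanol glycerol medium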
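Luminescent cell viability in 1536-well qHTS format served as the measure of rescued growth in ts fusion-mutant S. cerevisiae cultured on non-fermentable YPEG for 48 hours at 37C.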
TSHR antag: antagonists of human thyroid stimulating hormone receptor | activity change, negative = inhibition, % at 11.5 µM | AID 504810 | 330,000 tested, 0.2% active | TSHR-expressing cells, TSH-stimulated cAMP HTRF, 2 h; stronger effect = lower value | P16473;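 active means activity change below a set negative limit, meaning inhibition stronger than a set level, cut at about -70% in these data; inconclusive means activity change between two set negative limits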; further: on the % scale 0 is the no-effect control and ±100 the full control effect
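Cell-based HTRF cAMP assay; TSHR cells + compound, TSH EC80 (4nM final), 2 h, 37 deg C. Lysis with anti-cAMP cryptate and cAMP-d2, 30 min RT, read 665/620 nm.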
TSG101-PTAP inh: blocks PTAP/TSG101 interaction to inhibit HIV-1 budding. Q99816. Potency, µM (highest dose often 115 µM), for the others: top-dose activity change, negative = inhibition, hits mostly inhibitors. 340,000 tested, under 10 active. Fluorescence polarization, FITC-PTAP peptide / Tsg101 binding; active means well fitted inhibition curve with a large enough effect in the main read-out, with a control signal flat, not every such curve was filed as active; inconclusive means small, poorly fitted or top-dose-only effect, or effect the other way, or a change in a side signal; inactive means no such curve, though single readings can be large or run the other way; further: potency means the concentration at half of the fitted maximal effect; % of control where 0% means no effect
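FP read-out: FITC-PTAP peptide, 50 nM final, binding Tsg101 binding domain, 10 uM final; 20 min, r.t.; 10 mM HEPES pH 7.5, 0.15 M NaCl, 0.01% Tween 20, 3 mM EDTA, 0.1 mM TCEP.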
Tb PFK block: inhibitors of T. brucei phosphofructokinase; Potency, µM (highest dose often 57.5 µM), inactives show at the top dose activity, negative = inhibition, actives largely listed as inhibitors; 330,000 tested, 0.17% active; AID 485367; T. brucei PFK, ADP-Glo luminescence; O15648;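 further: potency means the concentration at half of the fitted maximal effect; 0% = uninhibited 1x PFK enzyme wells and -100% = no-enzyme wells; nearly all actives have a fitted effect of over 60% in size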
Target sequence (O15648 whole entry, looked up): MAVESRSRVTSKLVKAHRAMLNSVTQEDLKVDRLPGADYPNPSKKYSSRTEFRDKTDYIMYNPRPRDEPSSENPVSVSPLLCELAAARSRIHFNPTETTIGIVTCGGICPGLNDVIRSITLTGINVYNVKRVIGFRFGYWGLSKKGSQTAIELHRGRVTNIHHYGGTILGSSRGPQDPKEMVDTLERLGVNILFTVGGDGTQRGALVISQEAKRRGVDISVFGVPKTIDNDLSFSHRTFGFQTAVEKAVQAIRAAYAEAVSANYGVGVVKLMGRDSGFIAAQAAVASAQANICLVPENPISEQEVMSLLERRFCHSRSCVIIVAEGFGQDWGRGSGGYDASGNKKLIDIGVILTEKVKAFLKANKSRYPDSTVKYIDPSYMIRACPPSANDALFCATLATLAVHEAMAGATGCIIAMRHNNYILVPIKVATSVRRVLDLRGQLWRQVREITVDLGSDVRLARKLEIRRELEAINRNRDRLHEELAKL
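1.25 nM PFK with 0.5 mM F6P and 0.1 mM ATP in 0.1 M TEA pH 8.0, 5 mM MgCl2, incubated 45 min at room temperature; ADP measured by ADP-Glo luminescence; compounds titrated up to 57 uM.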
Chronic BCR inh: inhibitors of chronic active B-cell receptor signaling | ABC-DLBCL IkBa-CBG/CBR reporter, luminescence ratio, 4 h | 340,000 tested, 0.05% active | AID 493014 | Potency, µM (highest dose often 46.1 µM), without a hit: at the highest dose ratio change, negative = lower green/red ratio, hits mostly inhibitors; active means well fitted inhibition curve with a large enough effect in the signal ratio, with a control signal flat, not every such curve was filed as active; inconclusive means small, poorly fitted or top-dose-only effect, or effect the other way, or a change in a side signal; the % refers to the signal ratio;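 further: potency means the concentration at half of the fitted maximal effect; plate controls were basal doxycycline-induced cells for no effect and cells given 10 µM MG132 for full effect; MG132 reads +100%, hits lower the ratio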
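TMD8 human ABC-DLBCL cells with doxycycline-inducible IκBα–green luciferase fusion and unfused red luciferase, in 0.5% FBS medium; compounds up to 46 uM, 4 h at 37C. Green/red luminescence ratio, filter-overlap corrected, fitted to concentration-response curves.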
ELG1 DNA repair: blocks ELG1-dependent DNA repair in HEK293T cells; HEK293T ELG1-luciferase reporter, luminescence, 16 h; DNA damage induced by 5-fluorouridine; Potency, µM (titrated, usually from 46.1 µM), without a hit: at the highest dose activity change, negative = inhibition, most hits filed as inhibitors; 330,000 tested, 2.3% active; AID 504467; further: potency means the concentration at half of the fitted maximal effect; on the % scale 0 is the no-effect control and ±100 the full control effect; nearly all actives have a fitted effect of over 55% in size
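Quantitative HTS, concentration-response format. 2,000 cells/well co-treated with 5-fluorouridine and compound, 16 hr in 5% CO2 at 37 °C; ONE-Glo luminescence read after 30 min.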
ASM inhibitor: human S-ASM enzyme inhibition | P17405 | 340,000 tested, 0.006% active | placental ASM, HMU-PC fluorogenic substrate, 60 min | Potency, µM (titrated, usually from 57.5 µM), without a hit: top-dose activity change, negative = inhibition, most hits filed as inhibitors; further: potency means the concentration at half of the fitted maximal effect
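Human placenta-derived ASM preincubated with compound 10 min at room temperature, then reacted with 9 uM (final) fluorogenic HMU-PC substrate for 60 min at 37 C. Stop solution raises pH to 10; fluorescence read at Ex 386/Em 447 nm.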
Numbers without * were called inactive; ? = inconclusive; . = no result given; [ ] = dose if it differs, or a comment. Unless noted, the call rests on the fitted dose curve; in most records, active means well fitted curve in the direction sought with a large enough effect; inconclusive means small, poorly fitted or top-dose-only effect, or another doubt; inactive means no such curve, though single readings can be large; an effect the other way counts as inactive or inconclusive.

SMILES	Eya2 phos inh	a7 integrin act	TCR act	A-T KAP1 phos	Mito fusion yeast	TSHR antag	TSG101-PTAP inh	Tb PFK block	Chronic BCR inh	ELG1 DNA repair	ASM inhibitor
NS(=O)(=O)c1ccc(NC(=O)c2ccc(-c3ccccc3)cc2)cc1	-4%	-10%	1%	9%	-6%	-8	0%	-2%	-3%	-3%	4%
O=C(CSCc1ccc(F)cc1)Nc1ccccc1	-7%	-11%	6%	-2%	8%	-2	-9%	-4%	-16%	?	1%
COC(=O)c1cccc(N(C(=O)c2ccco2)C(C(=O)NC2CCCC2)c2ccc(N3CCOCC3)cc2)c1 (centres undefined)	-8%	-18%	4%	8%	-8%	-3	-1%	-2%	-4%	-15%	0%
CN(CC(=O)Nc1cccc(F)c1)C(=O)CN1C(=O)C2CCCCC2C1=O (centres undefined)	4%	13%	-5%	1%	-3%	-6	-2%	-3%	5%	27%	4%
Cc1ccc(NC(=O)C2CCN(S(=O)(=O)c3c(C)noc3/C=C/c3ccco3)CC2)nc1	-3%	-32%	8%	-5%	2%	-16	0%	0%	-8%	15µM*	-12%
C=CCNC(=O)COC(=O)c1ccc(Cl)c(S(=O)(=O)N(Cc2ccccc2)c2ccccc2)c1	0%	4%	2%[46.1 µM]	2%	-26%	-7	-6%	-4%	7%	14%	-9%
Cc1c(Cl)c([N+](=O)[O-])nn1Cc1ccc(C(=O)NN)o1	-3%	0%	2%	41%	-5%	0	3%	-20%	?	5%	2%
Cc1ccc(C)c(N2CCN(C(=O)CCCn3c(=S)[nH]c4cc5c(cc4c3=O)OCO5)CC2)c1	17%	?	0%	-5%	16%	-38	-8%	14%	0%	9.2µM*	-18%
CCN(c1ccccc1)S(=O)(=O)c1ccc(C(=O)N(CCCN(C)C)c2nc3cc4c(cc3s2)OCO4)cc1	-19%	-65%[inhibitor]	-2%	?	-5%	-44	-5%	0%	?	?	-7%
O=C(N[C@@H](Cc1ccccc1)C(=O)OCC(=O)N1CCOCC1)c1cccs1	-13%	43%	-6%	12%	-4%	16	-3%	-7%	?	-14%	-4%
FC(F)(F)c1cccc(-c2noc(CN3CCOCC3)n2)c1	2%	12%	4%	1%	0%	0	-1%	-1%	?	?	0%
CNS(=O)(=O)c1cccc(C(=O)OCC(=O)c2ccc3[nH]c(=O)[nH]c3c2)c1	-6%	17%	-1%	9%	.	0	-4%	3%	2%	3%	2%
Cc1cccc(NC(=O)CCSc2nnc(Cc3ccccc3)o2)c1	3%	-7%	-3%[46.1 µM]	-4%	2%	30	0%	-4%	-1%	1%	0%
Cc1ccc2nc(N(CCN(C)C)C(=O)C3=COCCO3)sc2c1	7%	?	-8%	9%	2%	20	-7%	0%	-4%	?	-3%
COc1ccc2[nH]c(C(=O)O)c(CCN3C(=O)c4cccc([N+](=O)[O-])c4C3=O)c2c1	24%	-10%	1%	7%	-3%	-9	-3%	0%	3%	13%	-12%
CCC(=O)N1CCc2cc(S(=O)(=O)CCC(=O)N3CCc4ccccc4C3)ccc21	-1%	2%	6%	-5%	3%	15	-5%	-5%	1%	-3%	-2%
CCCCCN(C(=O)NC(=O)Nc1ccccc1C)S(C)(=O)=O	14%	11%	-1%	7%	-3%	1	4%	-7%	3%	?	2%
COc1ccccc1C(C)NCC(=O)NCC(=O)Nc1ccc(F)c(F)c1F (centres undefined)	2%	9%	-26%	6%	-2%	7	-1%	0%	-3%	3%	3%
CCOc1ccc(/C=C/c2[nH]c(=O)[nH]c(=O)c2[N+](=O)[O-])cc1	3%	29%	.	4%	0%	-12	-2%	6%	1%	0%	-1%
CCCC(C)NC(=O)CN1C(=O)NC2(CCc3ccccc32)C1=O (centres undefined)	0%	18%	1%	-13%	0%	12	2%	-9%	-4%	7%	6%
C=CCn1c(SCC(=O)Nc2cccc(OC)c2)nnc1-c1cccnc1	-4%	7%	-4%	-8%	-5%	8	0%	-12%	?	8%	1%
CSc1ccc(CCNS(=O)(=O)c2c(C)[nH]c(C)c2C(=O)N2CCCCC2)cc1	-17%	16%	-3%	-3%	-10%	-4	-8%	4%	-9%	-2%	1%
CC(=O)N1CCN(C(=O)CCC(=O)O)CC1	-1%	-15%	2%	26%	1%	3	-4%	0%	11%	21%	11%
O=C(CS(=O)(=O)Cc1ccccc1)N1CCN(c2cccc(C(F)(F)F)c2)CC1	-30%	-7%	.	1%	-1%	-5	-2%	0%	2%	-11%	-1%
Cc1cc(C(=O)N2CCCC(Nc3ccc(F)cc3)C2)c(C)o1 (centres undefined)	7%	-11%	3%	3%	3%	-2	-7%	-7%	5%	8%	2%
Cc1ccc(F)cc1CNC(=O)C1CCC(=O)N(CCCN2CCCC2=O)C1 (centres undefined)	-1%	-2%	6%	6%	-1%	9	0%	2%	-4%	19%	.
Cc1nnc(SCC(=O)NC(=O)NC2CCCC2)n1N	-2%	9%	0%	3%	0%	10	-3%	-2%	15%	2%	2%
Cc1ccc(-n2cc(-c3ccccc3)c3c(N4CCOCC4)ncnc32)cc1	-4%	12%	-9%	10%	5%	-11	-2%	-3%	21%	?	-5%
COC(=O)[C@@H](Cc1ccccc1)NC(=O)Cn1cnc2c(SC)nc(N)nc21	-17%	11%	0%	2%	.	-4	-3%	7%	-4%	0%	2%
CCC1C(c2ccccc2)N(C)C(c2ccccc2)CC1(O)c1ccccc1 (centres undefined)	-4%	0%	-2%	?	-15%	-1	-3%	3%	15%	-10%	-1%
Cc1ccc(NC(=O)CN(C)C(=O)CSc2nc3ccccc3c(=O)n2CCO)cc1	-3%	-16%	0%	8%	-3%	-4	-5%	-3%	1%	-7%	0%
CC1CCN(CC(=O)Nc2ccccc2C(=O)NC2CC2)CC1	-4%	2%	0%	3%	-12%	-5	1%	-1%	-7%	14%	1%
COc1ccccc1C(=O)Oc1cc(N)n(S(=O)(=O)c2ccc(C)cc2)n1	20%	-21%	-11%	-2%	1%	21	-2%	-2%	?	5%	-5%
O=C(CSCc1ccccc1)NCCCN1CCOCC1	-6%	33%	-4%	1%	1%	5	-11%	4%	-6%	8%	4%
COc1ccccc1NS(=O)(=O)c1cccc(NC(=O)C2CC(=O)N(Cc3ccccc3)C2)c1 (centres undefined)	-16%	0%	6%	10%	-2%	0	-4%	2%	7%	?	-3%
COc1ccc(/C=N/n2c(N)nc(-c3ccccc3)c2-c2ccccc2)cc1	-7%	-18%	-3%	13%	-1%	-3	-11%	0%	?	-5%	-24%
O=C(CSc1nc(O)cc(=O)n1-c1ccccc1)N1CCCCC1	-30%	8%	.	3%	-2%	-9	-8%	4%	1%	15%	3%
COCCNc1nc(N)c([N+](=O)[O-])c(NC2CCCCC2)n1	-18%	-27%	0%	-43%	-2%	15	-16%	0%	0%	1%	-3%
O=C(NC(=S)N1CCN(c2c(Cl)cccc2[N+](=O)[O-])CC1)c1cccs1	-27%	-19%	3%	-7%	?	-5	-3%	-3%	?	?	-2%
Cc1ccc(-n2nnnc2-c2cnc(-c3cccnc3)nc2C(F)(F)F)cc1	-12%	-16%	6%	3%	-2%	-20	-2%	-5%	?	3%	-3%
O=C(O)c1cc(Nc2nc(N3CCOCC3)nc(N3CCOCC3)n2)ccc1Cl	3%	14%	11%[46.1 µM]	1%	-3%	7	0%	-5%	3%	1%	6%
COc1ccc(CCNC(=O)CN2C(=O)CSc3ccc(S(=O)(=O)N4CCOCC4)cc32)cc1OC	0%	-9%	8%	5%	2%	26	-5%	-2%	2%	0%	-3%
COc1cc2[nH]c(=O)n(CCCCCC(=O)NC3CCCC3)c(=O)c2cc1OC	-13%	-12%	6%	17%	2%	-5	0%	3%	8%	-1%	-1%[11.5 µM]
O=C(/C=C/NCc1cccnc1)c1ccc(-c2ccccc2)cc1	-4%	-26%	.	20%	1%	-1	-7%	2%	2%	?	1%

An unsorted share of the library, and some 3.2% of all compounds hit somewhere here.
